SMN2 splice enh – enhancers of SMN2 splice variant expression | HEK293 SMN2-luciferase splicing reporter, luminescence, 30-36 h | Potency, µM (titrated, usually from 46.1 µM), without a hit: top-dose activity change, positive = activation, hits mostly activators | actives 2.8% (n = 210,000) | AID 1458; further: potency means the concentration at half of the fitted maximal effect; % of control where 0% means no effect; nearly all actives have a fitted effect of over 55% in size
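HEK293 cells carry an SMN2 minigene-luciferase reporter in which exon 7 inclusion puts luciferase in frame. Cells were seeded at 2000 cells/well, attached for 10-12 hours, then exposed to compounds for 30-36 hours at 37C before ONE-Glo luminescence.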
HTT ATP protect – protects HTT-Q103 PC12 cells, measured by ATP; PC12 HTT-Q103 induced, cytoprotection, ATP luminescence, 40 h; Potency, µM (titrated, usually from 56.4 µM), inactives show cytoprotection (ATP increase), most hits filed as activators; actives 0.14% (n = 230,000); AID 1471;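 further: potency means the concentration at half of the fitted maximal effect; % of control where 0% means no effect; nearly all actives have a fitted effect of over 45% in size; toxic huntingtin expression switched on by the ecdysone agonist tebufenozide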
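PC12 cells stably carrying ecdysone-inducible Htt exon 1 (Q103)–GFP were induced with 100 nM tebufenozide (final) alongside library compounds in a dose series. Cytoprotection was scored as retained ATP by ATPlite luminescence.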
LMNA splice mod – modulators of lamin A splicing | HeLa LMNA splicing GFP/RFP minigene ratio, 48 h | Potency, µM (top dose mostly 46.1 µM), inactives show at the highest dose ratio change, negative = inhibition, actives largely listed as inhibitors | actives 0.01% (n = 200,000) | AID 1487; active means well fitted inhibition curve with a large enough effect in the signal ratio, with a control signal flat, not every such curve was filed as active; inconclusive means small, poorly fitted or top-dose-only effect, or effect the other way, or a change in a side signal; the % refers to the signal ratio; further: potency means the concentration at half of the fitted maximal effect; on the % scale 0 is the no-effect control and ±100 the full control effect
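S3 HeLa stable clones carrying a lamin A-EGFP splicing minigene plus DsRed2 were seeded at 600 cells/well in Opti-MEM with 2% FBS, pin-dosed and incubated 48 h at 37°C. Acumen cytometry (488 nm) gave the GFP/RFP total-intensity ratio.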
CBFb-RUNX1 inh – CBF-beta/RUNX1 interaction disruption | 230,000 tested, under 10 active | AID 1477 | Potency, µM (doses to about 59.8 µM), for the others: at the top dose activity, negative = inhibition, hits mostly inhibitors | Q01196+Q13951 | AlphaScreen CBFb-His/RUNX1-biotin binding, biochemical; further: % of control where 0% means no effect
Target sequence (Q01196 whole entry, looked up): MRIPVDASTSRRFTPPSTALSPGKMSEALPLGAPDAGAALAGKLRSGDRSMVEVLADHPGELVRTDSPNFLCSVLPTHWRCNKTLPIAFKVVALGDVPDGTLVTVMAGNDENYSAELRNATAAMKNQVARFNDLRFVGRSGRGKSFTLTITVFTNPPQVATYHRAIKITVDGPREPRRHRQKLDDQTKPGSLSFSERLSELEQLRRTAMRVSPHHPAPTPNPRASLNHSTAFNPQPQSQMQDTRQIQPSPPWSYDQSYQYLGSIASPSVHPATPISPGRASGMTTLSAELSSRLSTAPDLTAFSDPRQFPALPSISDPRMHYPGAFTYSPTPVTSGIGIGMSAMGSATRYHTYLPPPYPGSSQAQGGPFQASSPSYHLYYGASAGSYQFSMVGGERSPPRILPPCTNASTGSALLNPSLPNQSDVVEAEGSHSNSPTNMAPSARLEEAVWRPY
Target sequence (Q13951 whole entry, looked up): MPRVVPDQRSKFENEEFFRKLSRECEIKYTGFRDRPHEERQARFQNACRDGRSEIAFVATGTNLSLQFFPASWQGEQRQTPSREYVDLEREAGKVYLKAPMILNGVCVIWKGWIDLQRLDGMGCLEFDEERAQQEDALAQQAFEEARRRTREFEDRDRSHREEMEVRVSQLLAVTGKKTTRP
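CBFb-His/RUNX1-biotin, 30 nM each, preincubated 20 min RT; compound 15 min RT; Ni + streptavidin beads 50 ng each, 90 min RT; AlphaScreen read.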
IMPase Li cell – IMPase inhibition in cells with lithium potentiation. CHO-M1 cells, IP1 TR-FRET (IP-One), carbachol + lithium. Potency, µM (highest dose often 59.4 µM), for the others: at the top dose activity, negative = IMPase inhibition, usual class: inhibitors. actives 0.35% (n = 210,000). AID 1457;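 further: IP1 builds up when IMPase is blocked and the TR-FRET signal falls; potency means the concentration at half of the fitted maximal effect; plate controls were basal vehicle for no effect and high inhibitor control for full effect; nearly all actives have a fitted effect of over 50% in size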
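IP1 accumulation measured by competitive TR-FRET in lysed CHO-M1 cells after 30 min compound exposure at 37C, with a small lithium addition to potentiate weak responses. Hill-equation AC50 from ratio and donor-channel data.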
HTT aggregate – reduces HttQ103-GFP aggregates in PC12 cells | PC12 HttQ103-GFP aggregates, Acumen cytometry, 40 h | Potency, µM (doses to about 46.1 µM), for the others: at the top dose activity change, negative = inhibition, hits mostly inhibitors | actives 1.1% (n = 220,000) | AID 1688; further: potency means the concentration at half of the fitted maximal effect; on the % scale 0 is the no-effect control and ±100 the full control effect; nearly all actives have a fitted effect of over 60% in size
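Multiplexed with ATP-based cell death, this channel scores GFP aggregates in PC12 cells expressing inducible HTTex1-Q103-GFP. Induction used 100 nM tebufenozide; compounds were tested in concentration series.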
KinaseGlo FLuc – blocks Kinase-Glo luciferase, a counter-screen artifact; Q27757; Kinase-Glo luciferase, ATP luminescence, 8 min; Potency, µM (doses to about 38.3 µM), for inactives: top-dose activity change, negative = inhibition, most hits filed as inhibitors; actives 0.28% (n = 200,000); AID 1379; further: potency means the concentration at half of the fitted maximal effect; on the % scale 0 is the no-effect control and ±100 the full control effect; nearly all actives have a fitted effect of over 60% in size
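Compound is pinned into ATP-containing buffer (10 uM ATP, imidazole pH 7.2, 7 mM MgCl2). Kinase-Glo luciferase reagent is then added. Light output is recorded following an 8-min room-temperature incubation.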
* hit, by the source's call; ? = inconclusive; · = not tested or not shown; [ ] = dose if it differs, or a comment. Unless noted, the call rests on the fitted dose curve; in most records, active means well fitted curve in the direction sought with a large enough effect; inconclusive means small, poorly fitted or top-dose-only effect, or another doubt; inactive means no such curve, though single readings can be large; an effect the other way counts as inactive or inconclusive.

1) CSS(=O)(=O)c1cccc2cccnc12
2) COc1ccc(CNC(=O)COC(=O)c2cc(-c3cccs3)nc3ccccc23)cc1OC
3) Cc1ccc(Cl)cc1NC(=S)N(Cc1ccco1)C(C)c1cccs1 (configuration not stated)
4) CSc1ccc(CN(C)CC(=O)NC(=O)NC(C)(C)C)cc1
5) COc1cc(/C=N/NC(=O)c2csc3c2CCCC3)cc(OC)c1O
6) O=C(Cc1ccccc1)NNC(=O)C1CCN(c2ncccn2)CC1
7) COc1cc(OC)c2c(-c3cccc(-c4cccc(N)c4)c3)cc(=O)oc2c1
8) CCOC(=O)c1nnn2c1nc(N1CCN(c3ccccc3)CC1)c1ccccc12
assay / compound	1	2	3	4	5	6	7	8
SMN2 splice enh	·	-10%	-22%	-24%	8%	4%	·	·
HTT ATP protect	24%[10 µM]	0%[10 µM]	23%	-14%	·	-17%	·	14%[10 µM]
LMNA splice mod	·	-22%	·	4%	?	?	·	·
CBFb-RUNX1 inh	2%	6%	2%	5%	-10%	8%	?	-2%
IMPase Li cell	·	-23%	7%	3%[38.3 µM]	7%	-4%	17%	·
HTT aggregate	2%[9.22 µM]	9%	5%	-6%	?	-8%	·	21%[9.22 µM]
KinaseGlo FLuc	·	4%	3%	3%	-5%	-2%	-2%[39.9 µM]	·

9) COc1ccc(C(c2c(N)[nH]c(=S)[nH]c2=O)c2c(N)[nH]c(=S)[nH]c2=O)cc1
10) Fc1ccc(-c2cc(-c3nnc4n3CCCCC4)c3ccccc3n2)cc1
11) O=C(NC(=O)N1CCN(c2cccc(Cl)c2)CC1)c1ccccc1
12) O=C(Nc1ccc2c(c1)CCC2)C1COc2ccccc2O1 (configuration not stated)
13) CN(Cc1ccccc1)c1nc2c(c(=O)[nH]c(=O)n2C)n1C
14) COc1ccc(-c2cccc(-c3cc(=O)oc4cc(OC)c(OC)c(OC)c34)c2)cc1
15) CCOC(=O)CC(C#N)c1cn(C)c2ccccc12 (configuration not stated)
16) N#CC/C(N)=N/NC(=O)CCCNc1ncc(C(F)(F)F)cc1Cl
assay / compound	9	10	11	12	13	14	15	16
SMN2 splice enh	·	-1%	-39%[inhibitor]	16µM*	26%	·	-14%	16µM*
HTT ATP protect	8%[10 µM]	35%[10 µM]	-4%[10 µM]	7%[10 µM]	4%[10 µM]	·	-4%	10%
LMNA splice mod	·	-15%	-10%	-7%	0%	·	?	19%[46 µM]
CBFb-RUNX1 inh	6%	1%	4%	?	1%	5%	2%	9%
IMPase Li cell	·	3%	10%	10%	5%	5%	5%[38.3 µM]	-1%
HTT aggregate	-38%[9.22 µM]	?	-25%	6%	-7%	·	-3%	-9%
KinaseGlo FLuc	·	1%	-1%	-4%	1%	1%[39.9 µM]	1%	1%

17) Cc1ccc2nc(NC(=O)c3cccc(-c4cc5ccccc5oc4=O)c3)sc2c1
18) O=C(CCNc1ccc(F)cc1)c1cccc([N+](=O)[O-])c1
19) NC(=O)CC(NC(=O)Cc1ccc(Cl)cc1)c1ccc(NCC2CC2)c([N+](=O)[O-])c1 (configuration not stated)
20) Cc1noc(C)c1C(=O)Nc1sc(C)c(-c2ccccc2)c1C#N
21) COc1ccc(N2CCN(CCNC(=O)C3CCN(S(=O)(=O)c4cccs4)CC3)CC2)cc1
22) Cc1nn(C)cc1CNC(=O)c1cccc(F)c1
23) COc1ccc(NC(=O)C(Cc2ccccc2)NC(=O)c2ccco2)cc1OC (configuration not stated)
24) CC(=O)Oc1cccc(/C=C2\Sc3ccccc3C2=O)c1
assay / compound	17	18	19	20	21	22	23	24
SMN2 splice enh	0%	-3%	·	-117%[inhibitor]	-24%	15%	1%	·
HTT ATP protect	-98%[inhibitor]	5%[10 µM]	-3%[10 µM]	-31%[0.074 µM]	-13%	0%[0.074 µM]	-17%[0.074 µM]	17%[10 µM]
LMNA splice mod	?	-19%	·	?	-7%	11%	3%	·
CBFb-RUNX1 inh	-3%	-20%	-1%	8%	2%	0%	0%	-9%
IMPase Li cell	-6%[38.3 µM]	-3%	·	4%[38.3 µM]	9%[38.3 µM]	4%	-11%[38.3 µM]	·
HTT aggregate	7%	-14%	-6%[9.22 µM]	4%	-2%	-22%	10%	-1%[9.22 µM]
KinaseGlo FLuc	-1%	10%	·	-3%	1%	7%	2%	·

25) Cc1ccc2[nH]c(=O)c3cc(C(=O)NCCN4CCN(C)CC4)sc3c2c1
26) CCn1c(=O)c2c(nc3n2CC(C)CN3CCc2ccccc2)n(C)c1=O (configuration not stated)
27) Cc1cccc(C)c1OCC(=O)N(Cc1cccs1)C1CCS(=O)(=O)C1 (configuration not stated)
28) Cc1cc(N2CCCC2=O)cc(C)c1S(N)(=O)=O
29) O=C(/C(=C(\O)c1ccccc1)c1nc2ccccc2[nH]1)c1ccccc1
30) CCOC(=O)c1ccc(-n2c(CCC(=O)O)ccc2-c2cccs2)cc1
31) Cc1nnc(SCC(=O)N2CCN(c3ccccc3)CC2)n(N)c1=O
32) S=C(c1ccc(-c2ccccc2)o1)N1CCCCC1
assay / compound	25	26	27	28	29	30	31	32
SMN2 splice enh	14%	·	·	6%	·	3%	-23%	13µM*
HTT ATP protect	28%[10 µM]	-3%	-3%[10 µM]	-5%	-20%[10 µM]	21%	-20%	-27%[1.9 µM]
LMNA splice mod	-18%	-10%	·	?	·	·	?	·
CBFb-RUNX1 inh	-1%	2%	8%	4%	0%	-12%	-6%	10%
IMPase Li cell	11%	·	·	25%[38.3 µM]	·	6%	-3%	2%
HTT aggregate	32%	-8%	9%[9.22 µM]	4%	-2%[9.22 µM]	-6%	1%	-5%[9.22 µM]
KinaseGlo FLuc	5%	·	·	0%	·	-5%	0%	-10%

33) O=C(O)[C@H](Cc1ccccc1)NC(=O)C(c1ccccc1)(c1ccccc1)c1ccccc1
34) CCn1nnnc1NC(=O)c1cc(OC)c(OC)c(OC)c1
35) CCN(CC)S(=O)(=O)c1ccc(NC(=O)CN(c2cccc(F)c2)S(C)(=O)=O)cc1
36) CCc1ccc2oc(=O)cc(CN3CCN(CCO)CC3)c2c1
37) Cc1ccc(C(=O)Nc2cccc(C(=O)O)c2)cc1S(=O)(=O)N1CCOCC1
38) O=C(NCc1cccs1)C1CC(c2ccccc2O)=NO1 (configuration not stated)
39) O=C(Cc1n[nH]c(=O)[nH]c1=O)N/N=C/CCc1ccccc1
40) CCn1c(CSc2nncn2-c2ccc(OC)cc2)nc2cc(S(=O)(=O)N(C)C)ccc21
assay / compound	33	34	35	36	37	38	39	40
SMN2 splice enh	·	11%	-4%	-10%	13µM*	?	·	-2%
HTT ATP protect	-1%[10 µM]	·	-6%[0.074 µM]	-12%	-29%	-23%	31%[10 µM]	-17%[10 µM]
LMNA splice mod	·	0%[46 µM]	-5%	11%	-4%	-4%	·	?
CBFb-RUNX1 inh	-4%	7%	3%	-6%	1%	6%	3%	-1%
IMPase Li cell	4%	3%	22%[38.3 µM]	-2%[38.3 µM]	6%[38.3 µM]	24%[38.3 µM]	·	-12%[38.3 µM]
HTT aggregate	15%[9.22 µM]	·	-9%	9%	5%	-12%	5%[9.22 µM]	?
KinaseGlo FLuc	·	0%	0%	-2%	17%	-3%	·	-4%

41) CCCN(C(=O)Cc1nc(N)n[nH]1)C1(C(=O)Nc2c(C)cccc2C)CCCCC1
42) Cc1c(Br)cc(C(=O)N2CCCCCC2)c(C)c1C
43) O=C(CSc1nc2ncc(Cl)cc2[nH]1)N(Cc1ccccc1)C1CCS(=O)(=O)C1 (configuration not stated)
44) CCOC(=O)Cc1csc(NC(=O)CSc2nnc(Cc3csc(N)n3)n2C)n1
45) COc1ccc(/C=N\NC(=O)c2c(C)nc3ccc(Br)cn23)cc1
46) O=C(NCCc1csc(-c2cccnc2)n1)c1ccccc1
assay / compound	41	42	43	44	45	46
SMN2 splice enh	-6%	-29%	18%	·	-3%	5%
HTT ATP protect	6%	-30%[10 µM]	-23%	-9%	·	?
LMNA splice mod	-3%	2%	6%[46 µM]	-2%	?	2%[46 µM]
CBFb-RUNX1 inh	7%	3%	0%	·	-6%	10%
IMPase Li cell	16%[38.3 µM]	33%[activator][38.3 µM]	-1%	19%[38.3 µM]	1%	21%[38.3 µM]
HTT aggregate	5%	-16%[9.22 µM]	-25%	4%	-10%	-17%
KinaseGlo FLuc	-1%	0%	0%	2%	-1%	3%

Screening data from PubChem BioAssay.
